# SKN-1 block – suppressors of acrylamide-induced Pgst-4::GFP reporter in worms, primary screen, SKN-1 inhibitor project, whole organism, uHTS, GFP/RFP fluorescence ratio, strain VP596; C. elegans VP596 Pgst-4::GFP/RFP ratio, 24 h; inhibition, % at 21.8 µM; hit rate 0.49% among 360,000; AID 624304, 2012;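 active = interference check ratio from 0.5 to 1.5 plus GFP to RFP signal ratio inhibition reaching or exceeding a fixed threshold, cut at about 30% in these data, passing the limit was not always enough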; note: some compounds called inactive have numbers as strong as hits
# eLon inh – inhibitors of E. coli Lon protease, primary screen, biochemical, fluorescence polarization. P0A9M0. purified E. coli Lon protease. inhibition, % at 7.94 µM. hit rate 0.42% among 360,000; in the data active = inhibition above about 13%, passing the limit was not always enough;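 note: 0% = enzyme with probe and DMSO and 100% = no enzyme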
# Target sequence (P0A9M0 whole entry, looked up): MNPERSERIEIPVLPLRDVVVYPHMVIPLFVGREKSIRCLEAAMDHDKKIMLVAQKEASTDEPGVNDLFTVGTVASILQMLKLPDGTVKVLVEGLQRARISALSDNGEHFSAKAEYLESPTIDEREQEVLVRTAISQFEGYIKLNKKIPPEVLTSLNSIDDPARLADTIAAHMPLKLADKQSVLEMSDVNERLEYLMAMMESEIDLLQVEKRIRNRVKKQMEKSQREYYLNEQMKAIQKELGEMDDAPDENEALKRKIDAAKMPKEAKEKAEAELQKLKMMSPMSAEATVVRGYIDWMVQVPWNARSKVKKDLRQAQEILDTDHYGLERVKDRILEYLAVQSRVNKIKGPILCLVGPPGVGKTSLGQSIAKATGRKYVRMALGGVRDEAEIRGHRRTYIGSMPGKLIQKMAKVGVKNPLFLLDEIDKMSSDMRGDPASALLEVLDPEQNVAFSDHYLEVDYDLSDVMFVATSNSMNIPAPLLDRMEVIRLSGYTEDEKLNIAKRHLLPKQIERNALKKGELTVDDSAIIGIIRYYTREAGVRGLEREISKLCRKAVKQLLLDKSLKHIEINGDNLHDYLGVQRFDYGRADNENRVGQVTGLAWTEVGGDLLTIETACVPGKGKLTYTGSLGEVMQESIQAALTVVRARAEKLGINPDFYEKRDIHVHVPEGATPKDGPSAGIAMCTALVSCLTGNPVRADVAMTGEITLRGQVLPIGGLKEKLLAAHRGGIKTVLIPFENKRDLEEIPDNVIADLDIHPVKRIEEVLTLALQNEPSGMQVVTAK
# Rin1 Abl inh – inhibitors of Rin1-Abl protein binding, primary screen, biochemical, TR-FRET. Tyrosine-protein kinase ABL1 (Homo sapiens) + Ras and Rab interactor 1 (Homo sapiens), …. inhibition, % at 7.35 µM. hit rate 0.4% among 360,000. AID 588664, 2011; in the data active = inhibition above about 5%, passing the limit was not always enough
# MsrA act – bovine MsrA enzyme activators, primary screen, biochemical, absorbance, HTS; hit rate 0.3% among 360,000; purified bovine MsrA, absorbance read-out; activation, % at 10.6 µM; AID 602163, 2012; Methionine sulfoxide reductase A (Bos taurus); in the data active = activation above about 7.5%;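 note: 0% = vehicle and 100% = reference activator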
# MsrA inhibitor – bovine MsrA enzyme inhibitors, primary screen, biochemical, absorbance, HTS; Methionine sulfoxide reductase A (Bos taurus); purified bovine MsrA, absorbance read-out; inhibition, % at 15.5 µM; hit rate 0.75% among 360,000; in the data active = inhibition above about 4.5%;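 note: 0% = vehicle wells with enzyme and 100% = reference inhibitor wells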
# MT1-MMP act inh – blockers of MT1-MMP proenzyme processing, primary screen, HT1080 RFP-PRO-GFP cells, GFP/RFP fluorescence. GFP/RFP ratio fluorescence, overnight; percent of plate control window, DMSO zero. hit rate 0.061% among 360,000. GFP/RFP ratio change, % at 20 µM;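 active = GFP/RFP ratio change of at least 30% with cell ATP level not reduced by more than half and red fluorescence within 50% of control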; note: strong numbers were not always called active
#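 Assay system: RFP-PRO-GFP reporter HT1080 cells; read-out basis: GFP/RFP fluorescence ratio; benchmarks: DMSO wells and RFP-L50D-GFP cells; doses: 20 µM single dose, 1% DMSO; schedule: overnight cell settling, then overnight compound exposure, 37 °C, 5% CO2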
# Neddyl block – inhibitors of cullin neddylation, primary screen, biochemical, TR-FRET, uHTS, NAE and Ubc12; NEDD8-conjugating enzyme Ubc12 (Homo sapiens) + NEDD8-activating enzyme E1 regulatory …; AID 651699, 2012; calls only at 25 µM; hit rate 0.58% among 360,000; in the data active = inhibition above about 36%
# CendR NRP1 mod – modulators of CendR peptide binding to NRP-1, primary screen, biochemical, fluorescence polarization, uHTS; Neuropilin-1 (Homo sapiens), O14786; FAM-RPARPAR peptide binding to NRP-1; inhibition, % at 25 µM; hit rate 0.85% among 360,000;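 active = inhibition or corrected inhibition above about 18%, plus a signal ratio from 0.5 to 1.5, limit read from the data, passing the limit was not always enough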; note: strong numbers were not always called active
# FAS TE block – FAS thioesterase domain inhibitors, primary screen, biochemical, fluorescence intensity, uHTS; recombinant FAS-TE, OMFH fluorogenic substrate, fluorescence endpoint; inhibition, % at 15 µM; hit rate 0.67% among 360,000; AID 602261, 2012;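 active = compounds whose normalised, plate-corrected inhibition of enzyme fluorescence in the single-dose primary screen is 50% or more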;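 note: 0% = DMSO with enzyme and 100% = substrate without enzyme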
# The depositor's hits bear a star; i = inactive; x = not tested or not shown.
Molecule,SKN-1 block,eLon inh,Rin1 Abl inh,MsrA act,MsrA inhibitor,MT1-MMP act inh,Neddyl block,CendR NRP1 mod,FAS TE block
CCOC(=O)c1oc2cc(O)ccc2c(=O)c1-c1ccccc1OC,-3,4,-1,0,0.4,4,i,-11,-4
CCOC(=O)C1CCCN(C(=O)c2cccc([N+](=O)[O-])c2C)C1 (stereo not drawn),-2,-4,-3,-2,2.5,-4,i,4,-4
CCN(C(=O)CN1C(=O)COc2ccc(S(=O)(=O)N3CCCCCC3)cc21)c1cccc(C)c1,14,4,7,-1,1.5,-7,i,4,19
COCCNC(=O)CSc1nnc(CCCN2C(=O)c3cccc4cccc(c34)C2=O)n1-c1ccccc1,-6,1,-11,-5,1.9,-1,i,-6,-4
O=C(NCc1ccccc1Cl)c1csc2c1CCCCC2,-2,1,3,-2,1.4,5,i,7,16
CN(CC(=O)N1CCCCCC1)S(=O)(=O)c1ccccc1,-6,-2,0,-4,0.9,-1,i,-2,0
CC1CCCC(NC(=O)CCNC(=O)c2ccc([N+](=O)[O-])cc2)C1C (stereo not drawn),-22,3,2,-7,-1.0,-3,i,9,45
Cc1ccc(S(=O)(=O)NNc2c3ccccc3nc3ccc(Cl)cc23)cc1,21,-2,-3,-2,1.1,-1,i,8,2
CC(=O)Oc1ccc(/C=C(\NC(=O)c2cccc(Br)c2)C(=O)Nc2ccc(C(=O)O)cc2)cc1,3,-1,1,-2,2.5,-3,i,-6,-2
Cc1ccccc1Cn1ccc(NC(=O)c2cnn3c(C(F)(F)F)cc(-c4ccco4)nc23)n1,11,-7,3,0,1.0,4,i,-19,26
CC[C@@]1(C(=O)OC)N[C@H](CN(C)S(=O)(=O)c2ccccc2)[C@@H]2C(=O)N(Cc3ccccc3)C(=O)[C@@H]21,-12,-12,1,-5,0.1,-4,i,-13,-1
NC(=O)COc1c(-c2ccccc2)oc2ccccc2c1=O,-1,2,-1,0,2.1,1,i,-9,-3
Cc1ccc(NC(=O)CCn2c(=O)[nH]c3ccsc3c2=O)cc1F,-4,-1,1,0,-0.5,4,i,13,-4
Cc1ccc(NC(=O)CCS(=O)(=O)c2cccc3nonc23)c(Cl)c1,13,0,-2,-2,1.0,1,i,-21,0
CC(C)(C)n1nnnc1C(c1ccccn1)N(Cc1ccccc1)Cc1ccc(Cl)cc1 (stereo not drawn),27,-4,0,-2,0.7,-16,i,10,24
O=C(NCCc1c[nH]c2ccccc12)C(=O)NCC1CCCO1 (stereo not drawn),2,-7,2,-3,-0.5,1,i,5,-8
O=C(CSc1nnc(-c2ccccc2NC(=O)c2ccccc2)o1)OC1CCCCC1,10,2,-1,-2,-1.1,0,i,18,5
CC1CCCCN1C(=O)COC(=O)c1cc([N+](=O)[O-])ccc1N (stereo not drawn),7,-8,-3,-2,0.5,0,i,-6,28
CCc1ccc(N=C2NC(=O)/C(=C/c3ccc(OCC(=O)O)c(OC)c3)S2)cc1,5,-25,-3,-6,3.0,-3,i,-82,2
Cc1ccnc(NC(=O)Cn2ccc([N+](=O)[O-])n2)c1,7,5,1,-3,0.3,-2,i,-6,-8
O=C(NCCc1nnc2ccc(N3CCCCCC3)nn12)c1ccccc1,-2,-1,2,-2,-1.1,-1,i,16,1
CS(=O)(=O)N(Cc1ccccc1)c1ccccc1C(=O)Nc1ccccc1C(=O)NCc1ccco1,-8,11,-3,0,1.6,0,i,-1,12
N#Cc1nc(Cc2ccccc2)oc1NCCc1ccccc1,4,-8,-5,-2,1.7,1,i,0,8
O=C1CSC(c2ccccn2)N1c1ccccc1 (stereo not drawn),12,3,-2,-1,-0.2,5,i,2,-7
O=C(CCCOc1ccccc1)Nc1ccc(S(=O)(=O)N2CCOCC2)cc1,-8,6,2,1,0.5,1,i,3,6
COc1ccc(Cl)cc1NC(=O)CN(C)C(=O)c1n[nH]c2ccccc12,-24,13,2,-6,0.5,-3,i,-5,-9
CCOc1ccc(-c2c(C(=O)N/N=C/c3ccc(C)s3)nnn2-c2nonc2N)cc1,18,2,4,-7,x,2,i,4,10
CC(C)(C)NC(=O)NC(=O)CSc1nnc(-c2ccccc2F)n1N,-7,6,3,-1,0.2,1,i,2,-9
Cc1cc(C(=O)NC2CCCc3c2cnn3-c2ccc(C(C)(C)C)cc2)n[nH]1 (stereo not drawn),5,-7,4,-2,0.0,-3,i,-1,-2
Cc1nc(OCC(C)C)c2sc3nc4c(cc3c2n1)COC(C)(C)C4,7,3,-3,-2,-0.2,3,i,-4,0
O=C1NC(=Nc2ccccc2)S/C1=C\C=C\c1ccco1,8,-50,2,1,-0.4,-8,i,-85,8
CC(OC(=O)Cc1c[nH]c2ccccc12)C(=O)Nc1ccccc1[N+](=O)[O-] (stereo not drawn),9,-5,0,-2,-1.1,-1,i,-2,10
O=C(COc1ccc(S(=O)(=O)NC2CCCCC2)cc1)Nc1ccc2c(c1)OCCO2,4,-8,-1,-4,0.4,-1,i,-4,4
COc1ccccc1CNC(=O)Cn1ccc2cc(S(=O)(=O)N3CCCC3)ccc21,3,0,-1,-1,1.2,1,i,-8,1
Cc1ccc(-c2[nH]ncc2/C=N/n2c(COc3ccccc3C)nc3ccccc3c2=O)cc1,4,8,2,-1,1.5,-1,i,-2,-23
CCCCCCSc1nnc(N)s1,-15,6,2,-8,-0.8,5,i,4,1
CCN(CC)S(=O)(=O)c1ccc(C)c(NC(=S)N2CCN(Cc3ccc4c(c3)OCO4)CC2)c1,-2,-14,4,-4,0.0,2,i,12,8
COCCNC(=O)Cn1cc(C(=S)N2CCOCC2)c2ccccc21,-6,0,2,-3,2.9,-2,i,-8,-4
Cc1cc(=O)oc2cc(OCC(=O)NCCCn3ccnc3)ccc12,3,2,0,-8,1.5,2,i,3,-11
C=C(C)[C@@H](O)COc1c2ccoc2cc2oc(=O)ccc12,4,5,-1,-3,0.7,0,i,7,1
CCCNC(=O)c1ccc2c(c1)CCN2S(C)(=O)=O,1,-10,4,-6,-0.2,-2,i,5,-6
O=C(N/N=C\c1cccnc1)c1ccccc1O,7,0,1,-4,1.8,-2,i,-6,-8
CC1CCC(NC(=O)CSc2nncs2)CC1 (stereo not drawn),1,15,-2,-13,-1.1,2,i,11,-5
Fc1ccc(/C=N/n2c(COc3ccccc3)n[nH]c2=S)cc1,0,-1,6,6,0.0,1,i,-1,4
CSc1nc2c(c(=O)[nH]1)C(c1ccccc1Cl)CC(=O)N2 (stereo not drawn),-7,-1,0,-4,0.0,3,i,0,-4
N/C(Cc1cccc2ccccc12)=N\OC(=O)c1cccs1,2,x,x,x,x,-7,i,-16,-11
CCN(Cc1ccccc1)C(c1ccc(C)cc1)c1nnnn1C(C)(C)C (stereo not drawn),1,3,2,-1,-1.1,-11,i,10,26
O=C(CN(c1ccc(Cl)cc1)S(=O)(=O)c1ccc(Cl)c([N+](=O)[O-])c1)NCCc1ccccc1,-5,2,4,-5,-0.3,2,i,10,8
COC(=O)[C@H](Cc1ccccc1)NC(=O)[C@@]1(C)C[C@@H]1[C@@H](NC(=O)OCc1ccccc1)c1ccccc1,-4,8,-1,-1,-0.3,5,i,12,21
Cc1ccccc1NS(=O)(=O)c1ccc(C)c(C(N)=O)c1,-14,6,0,1,-1.1,3,i,8,-5
CCOc1ccc(OCC)c(NC(=O)C2CCN(S(=O)(=O)c3c(C)[nH]c(=O)[nH]c3=O)CC2)c1,-2,-8,3,-6,-0.2,-1,i,-8,-5
Cc1cccc(NC(=O)CCCN2C(=O)c3ccccc3C2=O)n1,11,0,2,2,1.2,-9,i,6,-1
CCN(C(=O)COC(=O)c1c(C)nsc1NC)c1ccccc1,8,-1,-3,0,0.9,-1,i,-2,-5
Nc1nc(SCC(=O)NCCCN2CCOCC2)nc2sc3c(c12)CCC3,5,-8,-1,0,0.2,2,i,5,-5
O=C(NNC(=O)c1ccc([N+](=O)[O-])cc1)c1ccc(NS(=O)(=O)c2cccs2)cc1,3,2,0,1,0.8,2,i,6,0
Cc1cc(C)nc(NS(=O)(=O)c2ccc(NS(=O)(=O)c3ccc(C#N)cc3)cc2)n1,7,7,2,-3,0.6,0,i,5,-3
CCOc1ccc(CNC(=O)CCCn2ccc3cc(S(=O)(=O)N4CCCC4)ccc32)cc1,0,1,3,-1,0.5,0,i,-2,8
Cc1c(Cl)cccc1NC(=O)C1=COCCO1,20,5,2,-4,0.5,4,i,4,-5
O=S(=O)(NCC(c1cccnc1)N1CCc2ccccc2C1)c1ccccc1 (stereo not drawn),-1,-3,5,0,-0.3,-5,i,5,4
Cc1nn(CC(=O)Nc2ccc(N3CCOCC3)cc2)c(C)c1Br,6,6,2,-11,-0.1,2,i,0,0

# Three compounds already listed, ordered by count of non-hydrogen atoms, smallest number first.
Molecule,SKN-1 block,eLon inh,Rin1 Abl inh,MsrA act,MsrA inhibitor,MT1-MMP act inh,Neddyl block,CendR NRP1 mod,FAS TE block
Cc1c(Cl)cccc1NC(=O)C1=COCCO1,20,5,2,-4,0.5,4,i,4,-5
CCN(Cc1ccccc1)C(c1ccc(C)cc1)c1nnnn1C(C)(C)C (stereo not drawn),1,3,2,-1,-1.1,-11,i,10,26
O=S(=O)(NCC(c1cccnc1)N1CCc2ccccc2C1)c1ccccc1 (stereo not drawn),-1,-3,5,0,-0.3,-5,i,5,4

# Four compounds already listed, sorted by the number in MsrA inhibitor, highest first:
compound	SKN-1 block	eLon inh	Rin1 Abl inh	MsrA act	MsrA inhibitor	MT1-MMP act inh	Neddyl block	CendR NRP1 mod
COCCNC(=O)Cn1cc(C(=S)N2CCOCC2)c2ccccc21	-6	0	2	-3	2.9	-2	i	-8
CCN(C(=O)CN1C(=O)COc2ccc(S(=O)(=O)N3CCCCCC3)cc21)c1cccc(C)c1	14	4	7	-1	1.5	-7	i	4
Cc1c(Cl)cccc1NC(=O)C1=COCCO1	20	5	2	-4	0.5	4	i	4
Nc1nc(SCC(=O)NCCCN2CCOCC2)nc2sc3c(c12)CCC3	5	-8	-1	0	0.2	2	i	5

# Next part
Molecule,SKN-1 block,eLon inh,Rin1 Abl inh,MsrA act,MsrA inhibitor,MT1-MMP act inh,Neddyl block,CendR NRP1 mod,FAS TE block
Cn1cccc1C(=O)NNC(=O)COc1ccccc1Cl,8,-7,-1,-2,-0.4,-1,i,14,-7
Cc1ccc(OCC(=O)Nc2ccc(NC(=O)c3cccs3)cc2)c(C)c1,17,0,-2,-2,0.2,-2,x,-8,-4
CCC(C)[C@H](NC(=O)N1CCN(c2cccc(C(F)(F)F)c2)CC1)C(=O)OC (stereo partly drawn),-19,-10,-2,1,-0.4,-1,i,4,0
COC(=O)c1ccc(NC(=S)Nc2ccc3ccccc3c2)cc1,-16,-6,-5,0,-1.1,2,i,-9,1
O=C(CSc1nc2c(c(=O)[nH]1)CCC2)Nc1cccc(F)c1,18,-10,2,-1,-0.7,-3,i,-3,-5
COc1ccc(N2CCN(C(c3ccccc3)c3nnnn3C(C)(C)C)CC2)cc1 (stereo not drawn),10,5,x,-5,1.8,-5,i,-7,6
NS(=O)(=O)c1ccc(NC(=O)c2c(F)cccc2Cl)cc1,5,-11,-3,-1,-0.8,1,i,-9,-4
CC(/C=N/NC(=O)c1ccccc1C)=C\c1ccccc1,15,-16,-2,1,-0.8,2,i,-6,-4
O=C(Cc1cccs1)Nc1ccc(F)cc1,12,-11,0,1,-0.1,-1,i,1,-6
CCN(C(=O)COc1ccc(C)nc1[N+](=O)[O-])C1CCS(=O)(=O)C1 (stereo not drawn),-5,6,2,-4,-0.4,-3,i,-10,-4

# High-throughput results (PubChem)
